# Mcl1-Bid inh = Mcl-1/Bid binding inhibitors, primary screen, biochemical, TR-FRET, 1536-well. Induced myeloid leukemia cell differentiation protein Mcl-1 (Homo sapiens), Q07820. TR-FRET Mcl-1/Bid-Dy647 peptide binding. inhibition, % at 21.7 µM. 0.97% of 220,000 active. AID 1021, 2008;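 active = compounds that cut the binding signal by more than half at the single screening dose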;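 note: His-tagged Mcl-1 with europium anti-His antibody binding Bid BH3 peptide; 0% = Mcl-1 plus peptide wells and 100% = peptide-only wells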
# Target sequence (Q07820 whole entry, looked up): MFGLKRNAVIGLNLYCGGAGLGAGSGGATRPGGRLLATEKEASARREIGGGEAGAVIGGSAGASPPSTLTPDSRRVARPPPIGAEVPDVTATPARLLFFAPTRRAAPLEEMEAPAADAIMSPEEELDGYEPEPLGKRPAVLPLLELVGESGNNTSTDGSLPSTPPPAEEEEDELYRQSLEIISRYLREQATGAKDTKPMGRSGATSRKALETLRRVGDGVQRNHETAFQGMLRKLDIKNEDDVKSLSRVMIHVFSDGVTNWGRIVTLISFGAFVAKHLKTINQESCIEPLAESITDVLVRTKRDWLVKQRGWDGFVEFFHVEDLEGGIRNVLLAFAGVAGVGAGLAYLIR
# RGS8-Gao reg = RGS8-Galphao binding modulators, primary screen, biochemical, multiplexed bead flow cytometry; actives lie on both sides; 0.34% of 220,000 active; response (percent of control binding), % at 10 µM; Guanine nucleotide-binding protein G(o) subunit alpha (Homo sapiens), P09471; in the data active = response below about 60% or above about 140%; inactive = in between;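 note: Galphao activated as the GDP aluminium fluoride complex binding bead-coupled RGS8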
# Bcl-B Bim block = inhibitors of Bim-Bcl-B binding, primary screen, biochemical, multiplexed, human Bcl-2 family; Bcl-2-like protein 10 (Homo sapiens), Q9HD36; bead-based flow cytometry, Bim peptide-Bcl-B binding; inhibition, % at 10 µM; 0.073% of 190,000 active;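 note: 0% = tracer peptide without compound and 100% = reference inhibitor peptide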
# RGS7-Gao = RGS7-Galphao binding modulators, primary screen, biochemical, multiplexed bead flow cytometry; Guanine nucleotide-binding protein G(o) subunit alpha (Homo sapiens), P09471; actives lie on both sides; 0.35% of 220,000 active; AID 1439, 2008; binding response (% of control), % at 10 µM; in the data active = binding response below about 49% or above about 150%; inconclusive = no clear call, values can overlap the other calls; inactive = in between;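 note: fluorescent Galphao held in activated GDP-AlF4 state binding bead-coupled RGS7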
# Mcl-1 Bim block = inhibitors of Bim peptide binding to Mcl-1, primary screen, biochemical, bead-based flow cytometry, multiplex | AID 1009, 2008 | inhibition, % at 10 µM | Bim peptide-Mcl-1 binding | Induced myeloid leukemia cell differentiation protein Mcl-1 (Homo sapiens), Q07820 | 0.1% of 190,000 active;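 note: 0% = no compound tracer wells and 100% = peptide blocker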
# Bcl-XL Bim block = inhibitors of Bim-Bcl-XL binding, primary screen, biochemical, multiplexed, bead flow cytometry, human Bcl-XL; Bcl-2-like protein 1 (Homo sapiens), Q07817; Bim peptide-Bcl-XL binding, fluorescence; inhibition, % at 10 µM; 0.04% of 190,000 active
# Target sequence (Q07817 whole entry, looked up): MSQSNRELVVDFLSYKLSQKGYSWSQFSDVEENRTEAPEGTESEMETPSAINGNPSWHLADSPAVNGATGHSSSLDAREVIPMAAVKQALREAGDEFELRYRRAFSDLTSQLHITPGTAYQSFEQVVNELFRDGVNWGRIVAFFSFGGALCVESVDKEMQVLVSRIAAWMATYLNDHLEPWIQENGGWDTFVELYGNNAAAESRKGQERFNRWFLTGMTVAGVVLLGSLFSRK
# Mcl1 Noxa PPI = Mcl-1/Noxa binding inhibitors, primary screen, biochemical, TR-FRET, 1536-well | inhibition, % at 21.7 µM | AID 1022, 2008 | Induced myeloid leukemia cell differentiation protein Mcl-1 (Homo sapiens), Q07820 | TR-FRET Mcl-1/Noxa peptide binding, 2 h | 1.5% of 220,000 active;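 active = compounds that cut the protein-peptide binding signal by more than 50% relative to plate controls in a single-dose test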;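 note: His-tagged Mcl-1 with rhodamine Noxa BH3 peptide and terbium anti-His antibody; 0% = Mcl-1 plus Noxa peptide wells and 100% = peptide-only wells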
# Bim-Bcl-2 = inhibitors of Bim-Bcl-2 binding, primary screen, biochemical, multiplexed, human Bcl-2 family; inhibition, % at 10 µM; 0.06% of 190,000 active; Bead-based flow cytometry, Bim peptide-Bcl-2 binding; in the data active = inhibition above about 40%; inconclusive = no clear call, values can overlap the other calls;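 note: 0% = no compound wells with probe peptide and 100% = reference peptide inhibitor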
# Target sequence (P10415 whole entry, looked up): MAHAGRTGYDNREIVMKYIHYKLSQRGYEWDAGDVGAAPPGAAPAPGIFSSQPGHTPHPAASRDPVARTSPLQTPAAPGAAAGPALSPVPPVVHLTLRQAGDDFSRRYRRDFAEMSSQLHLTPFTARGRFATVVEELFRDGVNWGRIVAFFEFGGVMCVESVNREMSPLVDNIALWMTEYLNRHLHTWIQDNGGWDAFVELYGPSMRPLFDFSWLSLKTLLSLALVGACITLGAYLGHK
# Bim-Bcl-W = inhibitors of Bim binding to Bcl-W, primary screen, biochemical, multiplexed, bead-based flow cytometry. Bcl-2-like protein 2 (Homo sapiens), Q92843. Bim peptide-Bcl-W binding. inhibition, % at 10 µM. 0.02% of 190,000 active. AID 952, 2007;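 note: 0% = bound tracer without compound and 100% = peptide blocker; higher means less fluorescent Bim peptide bound to Bcl-W beads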
# Target sequence (Q92843 whole entry, looked up): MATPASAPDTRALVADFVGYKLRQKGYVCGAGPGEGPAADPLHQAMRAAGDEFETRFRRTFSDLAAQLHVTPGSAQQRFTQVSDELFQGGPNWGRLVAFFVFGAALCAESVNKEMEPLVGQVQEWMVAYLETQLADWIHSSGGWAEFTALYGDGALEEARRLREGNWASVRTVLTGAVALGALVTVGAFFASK
# RGS4-Gao reg = modulators of RGS4 binding to Galphao, primary screen, biochemical, multiplexed bead flow cytometry | Guanine nucleotide-binding protein G(o) subunit alpha (Homo sapiens), P09471 | binding response (% of control), % at 10 µM | 0.33% of 220,000 active | actives lie on both sides | AID 1415, 2008; in the data active = binding response below about 49% or above about 150%; inactive = in between;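 note: fluorescent Galphao activated with aluminum fluoride binding bead-coupled RGS4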
# Bim-Bfl-1 = inhibitors of Bim binding to Bfl-1, primary screen, biochemical, multiplexed, bead-based flow cytometry | inhibition, % at 10 µM | AID 1008, 2008 | Bim-Bfl-1 binding inhibition | 0.12% of 190,000 active | Bcl-2-related protein A1 (Homo sapiens), Q16548;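 note: 0% = wells without compound plus tracer and 100% = blocker peptide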
# An asterisk follows results filed as active; u = inconclusive; x = not tested or not shown; & = joins results of further samples. Cut-off read from the data, not from the text of the source, unless noted: active = inhibition above about 40%. Outcome played no part in choosing rows. About 2.7% of those tested had a hit in this group.
entry	Structure	Mcl1-Bid inh	RGS8-Gao reg	Bcl-B Bim block	RGS7-Gao	Mcl-1 Bim block	Bcl-XL Bim block
1	Cc1onc(-c2c(Cl)cccc2Cl)c1C(=O)NCc1ccco1	-48	106	0	113	1	3
2	CC(C)(C)c1oc(C(=O)O)cc1CN1CCOCC1	-5	107	x	u	x	x
3	CCn1c(SCC(=O)Nc2oc(-c3ccccc3)c(-c3ccccc3)c2C#N)nnc1-c1cc(OC)cc(OC)c1	3	100	-2	100	-3	-5
4	O=C(Nc1ccccc1)Nc1cccc(Cl)c1	-18	101	-3	103	4	3
5	Cc1cc(C)cc(NC(=S)Nc2ccccn2)c1	-13	102	-9	100	-3	-6
6	Cc1ccc(C(=O)Nc2cccc3ncccc23)cc1[N+](=O)[O-]	-23	103	0	u	1	-1
7	O=C(c1ccco1)N1CCN(c2nc3ccccc3c(=O)n2-c2ccccc2)CC1	-23	103	-8	100	1	-6
8	C/C(=N\NC(=O)COc1ccc(C(C)(C)C)cc1)c1ccc2c(c1)OCCO2	-4	101	88*	99	65*	31
9	COc1ccc(N2CCN(C(c3cccs3)C(C)NS(=O)(=O)c3ccccc3)CC2)cc1 (centres undefined)	-21	102	-4	104	-6	-9
10	O=C(COC(=O)c1cccc2ccccc12)Nc1ncc(C(F)(F)F)cc1Cl	9	98	-6	97	0	-16
11	O=C(O)c1ccc2c(c1)ncn2C1CCCCC1	-27	97	-3	104	0	-14
12	O=C(COC(=O)c1ccc(NS(=O)(=O)c2cccs2)cc1O)Nc1ccc(F)cc1	7	100	x	u	x	x

entry	Mcl1 Noxa PPI	Bim-Bcl-2	Bim-Bcl-W	RGS4-Gao reg	Bim-Bfl-1
1	12	-4	0	109	1
2	15	x	x	107	x
3	14	0	-2	100	-2
4	-4	-7	4	103	-9
5	-1	0	-3	101	2
6	11	0	0	105	-3
7	-1	-9	2	104	-8
8	5	85*	48*	103	32
9	33	-2	-5	101	-3
10	-2	-4	2	100	-9
11	10	-3	0	95	-11
12	22	x	x	100	x

# Given with bars between the fields: part of the list above
item | mol | Mcl1-Bid inh | RGS8-Gao reg | Bcl-B Bim block | RGS7-Gao | Mcl-1 Bim block | Bcl-XL Bim block | Mcl1 Noxa PPI | Bim-Bcl-2 | Bim-Bcl-W | RGS4-Gao reg | Bim-Bfl-1
5 | Cc1cc(C)cc(NC(=S)Nc2ccccn2)c1 | -13 | 102 | -9 | 100 | -3 | -6 | -1 | 0 | -3 | 101 | 2
6 | Cc1ccc(C(=O)Nc2cccc3ncccc23)cc1[N+](=O)[O-] | -23 | 103 | 0 | u | 1 | -1 | 11 | 0 | 0 | 105 | -3
7 | O=C(c1ccco1)N1CCN(c2nc3ccccc3c(=O)n2-c2ccccc2)CC1 | -23 | 103 | -8 | 100 | 1 | -6 | -1 | -9 | 2 | 104 | -8
8 | C/C(=N\NC(=O)COc1ccc(C(C)(C)C)cc1)c1ccc2c(c1)OCCO2 | -4 | 101 | 88* | 99 | 65* | 31 | 5 | 85* | 48* | 103 | 32
9 | COc1ccc(N2CCN(C(c3cccs3)C(C)NS(=O)(=O)c3ccccc3)CC2)cc1 (centres undefined) | -21 | 102 | -4 | 104 | -6 | -9 | 33 | -2 | -5 | 101 | -3
10 | O=C(COC(=O)c1cccc2ccccc12)Nc1ncc(C(F)(F)F)cc1Cl | 9 | 98 | -6 | 97 | 0 | -16 | -2 | -4 | 2 | 100 | -9
11 | O=C(O)c1ccc2c(c1)ncn2C1CCCCC1 | -27 | 97 | -3 | 104 | 0 | -14 | 10 | -3 | 0 | 95 | -11
12 | O=C(COC(=O)c1ccc(NS(=O)(=O)c2cccs2)cc1O)Nc1ccc(F)cc1 | 7 | 100 | x | u | x | x | 22 | x | x | 100 | x

# Next section:
entry	Structure	Mcl1-Bid inh	RGS8-Gao reg	Bcl-B Bim block	RGS7-Gao	Mcl-1 Bim block	Bcl-XL Bim block
13	COc1ccc(C2C3=C(OC(C)=O)c4ccccc4C3=Nc3c2c(=O)n(C)c(=O)n3C)cc1 (centres undefined)	9&-5	100	-7	106	-4	7
14	CC[N+](CC)(CC)CCCCOc1ccc2c(c1)C(=O)c1cc(OCCCC[N+](CC)(CC)CC)ccc1-2	12	98	x	u	x	x
15	O/N=C1\CCCc2ccccc21	-13	103	-1	100	9	0
16	COc1ccc(C(=O)OCc2cc3cccc(C)c3[nH]c2=O)cc1	10	97	-6	90	0	-4
17	CC(C)CSc1nc2c(c(=O)[nH]c(=O)n2C)n1CCc1ccccc1	-33	99	2	101	3	3
18	O=C(NCCCN1CCN(C2CCCCC2)CC1)Nc1ccccc1C(F)(F)F	-22	102	-6	106	-2	-3
19	OCCOCCN1CCN(C2=Nc3ccccc3Sc3ccccc32)CC1	-7	100	-1	102	0	0
20	CCN1CCN(Cc2ccc(NC(=O)c3ccc(C)c(NC(=O)c4nccnc4N)c3)cc2C(F)(F)F)CC1	-12	103	x	u	x	x
21	Cc1nn(C)c(C)c1NC(=O)CCCSc1nc(-c2ccco2)cc(C(F)(F)F)n1	-6	92	0	98	1	-3
22	CCOc1nc(-c2ccccc2)ccc1-c1noc(-c2cccs2)n1	-8	95	0	100	0	4
23	O=C(COc1ccccc1)NC(Cc1c[nH]c2ccccc12)C(=O)O (centres undefined)	-31	99	-3	102	0	-3
24	COC(=O)c1c(C)oc2c1cc(NS(=O)(=O)c1cccs1)c1ccccc12	-31	100	0	101	3	-7

entry	Mcl1 Noxa PPI	Bim-Bcl-2	Bim-Bcl-W	RGS4-Gao reg	Bim-Bfl-1
13	-7&-5	-7	4	102	-11
14	29	x	x	108	x
15	1	0	-3	103	-1
16	-63	-5	2	93	-6
17	-10	-4	0	106	1
18	-3	-1	0	105	-11
19	-14	-2	0	100	-2
20	22	x	x	106	x
21	10	1	-2	97	0
22	-13	7	0	90	3
23	10	1	-1	103	0
24	23	0	3	102	-11

# New compounds follow:
entry	Structure	Mcl1-Bid inh	RGS8-Gao reg	Bcl-B Bim block	RGS7-Gao	Mcl-1 Bim block	Bcl-XL Bim block
25	Cc1sc(NC(=O)c2ccco2)c(C(c2cccnc2)N2CCCC2)c1C (centres undefined)	-25	100	-4	98	-4	-3
26	O=C(CCN1C(=O)/C(=C/c2ccccc2)SC1=S)NNC(=O)c1cccnc1	-1	100	-2	107	0	-6
27	COc1ccc(OC)c2[nH]c(=O)c(CCNC(=O)c3ccc(S(=O)(=O)N4CCCCC4)cc3)cc12	-9	100	-5	103	1	1
28	COC(=O)CN(CCc1ccccc1)S(=O)(=O)c1ccc(OC)c(OC)c1	-6	100	0	100	-2	-4
29	CCNC(=O)C1CCCN1S(=O)(=O)c1ccc(C)cc1 (centres undefined)	2	102	-5	99	0	-5
30	CCCn1nc([N+](=O)[O-])c(C(C#N)c2nc3ccccc3o2)c(Cl)c1=O (centres undefined)	31	101	-5	99	1	0
31	CCC(C)(C)n1nnnc1CN1CCC(NC(=O)c2ccc(Br)cc2)CC1	1	103	-2	102	0	-2
32	Cc1ccc(CSc2ncn(-c3ccccc3)n2)cc1	-7	90	-5	93	-1	-1
33	Clc1nc(NCc2cccnc2)nc(N2CCOCC2)n1	-4	99	73*	94	0	49*
34	Cc1nonc1CN(C)C(=O)CC1C(=O)NCCN1Cc1ccccc1C(F)(F)F (centres undefined)	-14	94	-6	91	-3	-3
35	COc1ccc(OCC(=O)O/N=C(\N)Cc2ccc(Cl)cc2)cc1	10	97	-8	108	-4	-3
36	Cc1cc(Cl)ccc1Oc1ncnc2onc(C)c12	-4	102	-2	u	1	-2

entry	Mcl1 Noxa PPI	Bim-Bcl-2	Bim-Bcl-W	RGS4-Gao reg	Bim-Bfl-1
25	-4	0	-1	104	0
26	19	0	-4	104	-1
27	-7	-4	0	98	-11
28	-18	-4	-3	102	-2
29	-4	1	-4	95	0
30	60*	6	-1	105	4
31	0	6	2	107	1
32	1	-3	-3	91	-3
33	21	23	47*	97	22
34	16	-12	-1	92	-16
35	-3	-5	0	101	-7
36	-4	2	1	101	-2

# Going on with the list.
entry	Structure	Mcl1-Bid inh	RGS8-Gao reg	Bcl-B Bim block	RGS7-Gao	Mcl-1 Bim block	Bcl-XL Bim block
37	Cc1cc(C)cc(N2C(=O)C3NN=C(C(=O)OCc4ccccc4)C3C2=O)c1 (centres undefined)	-2	91	-6	101	-6	-8
38	Cc1ccc(/C=C(\C#N)C(=O)NC(C)C)o1	-29	100	0	u	-1	0
39	CC1CCCC(C)N1C(=O)COc1ccc(F)cc1 (centres undefined)	-9	105	0	99	0	0
40	Cc1cc(C(=O)CSc2nc3ccccc3o2)c(C)n1CC1CCCO1 (centres undefined)	-64	101	-4	99	-3	-4
41	COc1ccccc1NC(NC(=O)c1cccnc1)C(Cl)(Cl)Cl (centres undefined)	-34	97	0	96	2	-3
42	CC(=O)Nc1ccc(-c2nnc(SCC(=O)NCc3ccco3)n2C)cc1	-13	98	-8	99	-3	-10
43	CCOc1cc(C(=O)NC)cc(Br)c1OC	-11	102	-2	u	0	0
44	OC(CNCC1COc2ccccc2O1)COCc1cccs1 (centres undefined)	7	103	-6	104	-5	-6
45	CCCCNC(=S)N/N=C/c1cc(C)ccc1C	-11	99	-10	99	-3	-8
46	CCOC(=O)CSc1nnc(NC(=O)c2cccc(S(=O)(=O)N3CCCCC3)c2)s1	17	102	-3	100	-2	-6
47	CCOC(=O)CSc1nnc(CNC(=O)c2cccs2)n1CCc1ccccc1	-3	102	-8	99	-5	-12
48	Cc1ccc(Sc2c([N+](=O)[O-])c(C)nn2C)cc1	-4	102	x	u	x	x
49	CCCNS(=O)(=O)c1cccc(C(=O)NC2CCCc3ccccc32)c1 (centres undefined)	-18	104	-7	101	-2	-3
50	Cc1cccc2cc(C#N)c(NCCCn3ccnc3)nc12	-12	102	-2	97	-4	0

entry	Mcl1 Noxa PPI	Bim-Bcl-2	Bim-Bcl-W	RGS4-Gao reg	Bim-Bfl-1
37	6	-6	-2	100	-5
38	5	2	3	101	-4
39	-1	-2	0	104	-6
40	11	-6	-2	99	0
41	10	-1	-3	95	-3
42	6	-11	0	96	-19
43	-8	-2	4	102	0
44	21	-6	-2	100	-18
45	20	-6	-5	97	-4
46	-1	-6	-6	101	-3
47	1	-8	-8	100	-11
48	-1	x	x	103	x
49	-6	-14	1	104	-11
50	5	-3	-3	100	-1

# Source: PubChem
